proCasp3 act – activators of human procaspase-3; 0.11% of 330,000 active; activation, % at 8.5 µM; P42574; AID 463141; recombinant procaspase-3 D3A, Ac-DEVD-pNA absorbance 405 nm;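 active = activation above the mean of all tested compounds plus 3 SD, cut at about 21% in these data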;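 also: 0% = DMSO alone and 100% = DMSO wells spiked with extra 5 µM PC-3 D3A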
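Assay system: Procaspase-3 D3A mutant, all three cleavage aspartates alanine. Buffer or medium: Zinc-free HEPES saline buffer with Triton X-100. Times: 1 h compound preincubation, 2 h substrate hydrolysis at 25 °C. Measured by: 405 nm absorbance of p-nitroaniline, reads at 0 and 120 min. Read-out basis: percent activation relative to control range. Replicates: singlicate.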
CTSL1 counter – counter-screen for PFM18AAP inhibitors: inhibitors of F. hepatica cathepsin L1. recombinant F. hepatica cathepsin L1, Z-Leu-Arg-MCA fluorescence. inhibition, % at 5.96 µM. 0.49% of 300,000 active. AID 1906;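 active = inhibition above the mean of all tested compounds plus 3 SD, set per screening campaign, cut at about 17% in these data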;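 also: 0% = plate median of test compound wells and 100% = 1 µM Z-Phe-Ala-diazomethylketone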
VLA-4 inh – inhibition in a human VLA-4 binding assay; P13612; VLA-4 expressing cells, ligand binding flow cytometry; inhibition, % (about 7 µM as worked out from the volumes in the protocol); 0.2% of 330,000 active; AID 2557; in the data active = inhibition above about 50%
Target sequence (P13612 whole entry, looked up): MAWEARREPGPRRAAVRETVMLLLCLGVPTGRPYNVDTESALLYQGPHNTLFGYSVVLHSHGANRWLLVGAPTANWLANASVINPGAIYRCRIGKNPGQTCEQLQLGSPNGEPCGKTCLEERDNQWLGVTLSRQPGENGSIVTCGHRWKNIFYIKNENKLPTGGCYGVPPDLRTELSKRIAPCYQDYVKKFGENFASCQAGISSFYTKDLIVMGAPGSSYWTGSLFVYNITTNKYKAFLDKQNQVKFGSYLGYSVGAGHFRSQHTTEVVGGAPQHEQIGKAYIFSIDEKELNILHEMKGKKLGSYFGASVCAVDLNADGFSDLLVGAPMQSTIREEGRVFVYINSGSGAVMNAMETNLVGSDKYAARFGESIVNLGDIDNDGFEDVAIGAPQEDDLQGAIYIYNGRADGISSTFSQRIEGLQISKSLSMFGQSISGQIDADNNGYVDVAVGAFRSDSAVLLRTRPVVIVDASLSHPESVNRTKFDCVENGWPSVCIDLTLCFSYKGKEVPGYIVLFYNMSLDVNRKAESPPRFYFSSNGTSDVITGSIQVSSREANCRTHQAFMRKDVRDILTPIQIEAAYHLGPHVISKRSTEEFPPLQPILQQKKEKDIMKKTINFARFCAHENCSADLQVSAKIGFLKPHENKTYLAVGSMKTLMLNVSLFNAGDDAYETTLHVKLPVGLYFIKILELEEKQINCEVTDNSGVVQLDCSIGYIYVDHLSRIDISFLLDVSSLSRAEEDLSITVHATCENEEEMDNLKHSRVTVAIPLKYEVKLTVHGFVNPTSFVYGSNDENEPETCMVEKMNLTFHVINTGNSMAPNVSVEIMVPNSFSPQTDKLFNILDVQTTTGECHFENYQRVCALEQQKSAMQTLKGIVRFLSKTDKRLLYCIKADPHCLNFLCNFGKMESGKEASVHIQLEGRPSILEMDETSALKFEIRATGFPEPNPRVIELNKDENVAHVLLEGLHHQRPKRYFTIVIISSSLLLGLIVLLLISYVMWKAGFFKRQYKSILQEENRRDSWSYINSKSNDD
core dimer inh – HCV core protein dimerization inhibition | 0.33% of 300,000 active | inhibition, % at 5 µM | TR-FRET GST/Flag-core106 dimerization, 1536-well;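 active = inhibition above the mean of all tested compounds plus 3 SD, set per screening campaign, cut at about 45% in these data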
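Assay system – GST-tagged and Flag-tagged HCV core protein residues 1-106 · Quantity – core106 proteins, GST 13.5 nM and Flag 17 nM · Benchmarks – unlabelled core106 and no-GST-core106 wells · Read-out basis – percent inhibition of core106 dimerization signal · Detection – time-resolved FRET, ex 340 nm, em 617 and 671 nm · Schedule – 4 h at 22.5 °C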
proCasp7 act – activates human procaspase-7, counter-screen for procaspase-3 activators; P55210; recombinant procaspase-7, Ac-DEVD-pNA absorbance 405 nm; D23A/D198A/D206A triple mutant, cannot self-cleave; scale: DMSO 0, 5 µM enzyme 100; activation, % at 8.5 µM; 0.093% of 330,000 active;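 active = percent activation above the screen-wide mean plus 3 SD, cut at about 25% in these data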
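Assay system: Uncleavable procaspase-7 mutant enzyme; Input: 2 µM procaspase-7 mutant as dispensed; Also added: DEVD-pNA substrate; Medium: Zinc-free HEPES pH 7.4 with 300 mM NaCl, 0.01% Triton X-100; Timing: 1 h compound preincubation, 2 h substrate cleavage, 25 °C; Measured by: Epi-absorbance of released pNA at 405 nm, two timepoints.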
PP5 inh – inhibitors of human protein phosphatase 5 (PP5); P53041; purified PP5c, OMFP substrate fluorescence; inhibition, % at 6.7 µM; 0.18% of 320,000 active;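 active = inhibition above the campaign's mean inhibition across all tested compounds plus 3 SD, cut at about 9.5% in these data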;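 also: 0% = DMSO only and 100% = 100 µM cantharidin control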
JMJD2C inh – human JMJD2C demethylase inhibition; GST-JMJD2C(1-420) H3K9me3 demethylation, DELFIA europium; inhibition, % at 2.35 µM; Q9H3R0; AID 2099; 0.069% of 330,000 active;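 active = more than half of a compound's replicate wells show inhibition beyond 50%, single wells judged on their own value; inconclusive = some, but no more than half, of replicates pass 50% inhibition; inactive = no replicate passes 50% inhibition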;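 also: signal counts dimethyl H3K9 product captured on neutravidin plate; 0% = median of DMSO wells and 100% = 0.3 times that DMSO median; strong numbers were not always called active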
GRK2 inh – inhibitors of human GRK2 displacing RNA aptamer; P25098; bead flow cytometry, FAM-aptamer displacement from GRK2; inhibition of aptamer binding, % at 10 µM; 0.59% of 330,000 active;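 active = inhibition of aptamer binding above 40%, roughly 3 SD of noise, on plates passing a quality check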;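 also: median bead fluorescence of bound FAM aptamer so fluorescent compounds give negative values; no value below 0 was filed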
PP1 inh – counter-screen for PP5 inhibitors: inhibitors of human PP1-alpha. P62136. purified PP1alpha, OMFP fluorescence. inhibition, % at 6.7 µM. 0.9% of 320,000 active;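 active = inhibition above the mean inhibition of all tested compounds plus 3 SD, computed separately for each screening campaign, cut at about 15% in these data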
An asterisk follows results filed as active; ? = inconclusive; . = no result given.

A first look (four entries):
SMILES	proCasp3 act	CTSL1 counter	VLA-4 inh	core dimer inh	proCasp7 act	PP5 inh	JMJD2C inh	GRK2 inh	PP1 inh
O=C(NC(=S)Nc1ccccc1O)c1cccnc1	-18	1	36	-5	-6	0.3	-1	4	0
CC(=O)c1c(C)[nH]c(C(=O)OCC(=O)NCc2ccc(Cl)cc2)c1C	1	.	0	.	1	3.0	-6	1	0
C/C(=N\Nc1ccccn1)c1ccc(S(=O)(=O)NCc2ccco2)cc1	-1	-3	-10	-9	-7	3.1	-3	3	-2
O=C(Cc1ccc(Cl)cc1)NCCc1cnc[nH]1	9	-5	9	-2	18	2.3	-2	0	-1

Results, from the first entry:
SMILES	proCasp3 act	CTSL1 counter	VLA-4 inh	core dimer inh	proCasp7 act	PP5 inh	JMJD2C inh	GRK2 inh	PP1 inh
O=C(NC(=S)Nc1ccccc1O)c1cccnc1	-18	1	36	-5	-6	0.3	-1	4	0
CC(=O)c1c(C)[nH]c(C(=O)OCC(=O)NCc2ccc(Cl)cc2)c1C	1	.	0	.	1	3.0	-6	1	0
C/C(=N\Nc1ccccn1)c1ccc(S(=O)(=O)NCc2ccco2)cc1	-1	-3	-10	-9	-7	3.1	-3	3	-2
O=C(Cc1ccc(Cl)cc1)NCCc1cnc[nH]1	9	-5	9	-2	18	2.3	-2	0	-1
Cc1nc(NC(=O)c2ccc(Cl)cc2)sc1Cc1ccc2c(c1)OCO2	-8	2	-4	0	-23	1.1	8	1	-2
CC(CNC(=O)c1ccco1)NC(=O)c1ccco1 (stereo not given)	0	1	-9	-6	5	-1.7	-29	0	2
Cc1cc(S(=O)(=O)N(Cc2ccc3c(c2)OCO3)CC2CCCO2)ccc1-n1cnnn1 (stereo not given)	2	1	-3	4	3	1.2	6	2	1
Cc1nc(SCC(=O)Nc2cc(S(=O)(=O)N3CCOCC3)ccc2Cl)nc(C)c1C	4	.	13	.	-5	-0.5	7	0	-2
COC(=O)c1ccc(NC(=O)CN2CCN(c3cccc(Cl)c3)CC2)cc1	8	2	1	6	2	3.3	4	0	1
CCc1ccc(-c2nn(Cc3ccccc3)cc2/C=C/C(=O)O)cc1	1	-1	1	4	5	2.7	5	0	-2
O=C(NCCN1C(=O)S/C(=C\c2cccnc2)C1=O)c1cc(S(=O)(=O)N2CCOCC2)ccc1F	-9	-6	9	3	-3	1.6	-13	0	-7
COc1cc2c(cc1OC)C(c1ccc(SC)cc1)CC(=O)N2 (stereo not given)	2	-2	24	-2	0	1.1	3	3	-3
Cc1cccc(C)c1NC(=O)C1(N(Cc2ccco2)C(=O)c2ccccn2)CCCC1	-3	1	4	0	-10	-1.2	10	1	-3
CCOC(=O)N1CCC(N2C(=O)c3ccc(C(=O)Nc4ccc(F)cc4F)cc3C2=O)CC1	-1	-1	-27	14	-4	1.6	3	0	5
Cc1ccc(CNC(=O)c2ccc(S(=O)(=O)Nc3c(C)n(C)n(-c4ccccc4)c3=O)cc2)cc1	-2	-3	8	5	12	1.4	4	0	-6
C/C(=N\OC(=O)c1c(-c2ccccc2Cl)noc1C)c1ccncc1	6	1	8	7	1	1.7	-30	4	2
Cc1cccc(C(C(=O)NCc2ccc(F)cc2)N(C(=O)c2csnn2)C2CC2)c1 (stereo not given)	-1	-2	15	1	1	4.2	-1	0	0
Cn1cc(CN2CCc3c([nH]c4ccccc34)C2C(C)(C)C)cn1 (stereo not given)	1	-2	9	14	4	2.4	10	.	0
COc1ccccc1NC(=O)COC(=O)Cn1cnc2c1c(=O)n(C)c(=O)n2C	0	.	-4	.	-3	.	-2	0	.
CCN1C(=O)C(F)(CC)C(=O)c2ccccc21 (stereo not given)	6	1	3	-3	-2	-0.7	-13	0	-2
O=C(c1cccs1)N(c1ccc(Cl)cc1)C1C=CS(=O)(=O)C1 (stereo not given)	-2	-1	-1	-3	6	2.7	15	0	-3
O=C(OCCN1C(=O)c2cccc3c(N4CCOCC4)ccc(c23)C1=O)c1cccc(Cl)c1	-24	5	-37	0	-15	-0.7	-5	1	1
OC(CNCC1CCCCC1)COc1ccccc1 (stereo not given)	3	2	-2	-1	3	2.4	-17	1	1
COC(=O)c1ccc(-c2ccc(CNCC(O)c3ccccc3)o2)cc1 (stereo not given)	-3	1	14	0	5	-2.0	11	0	-1
CCC(CC)c1nnc(NC(=O)C23CC4CC(CC(NC(C)=O)(C4)C2)C3)s1	-31	4	22	8	15	-0.5	15	0	-4
O=C(CN1CCN(Cc2ccc3c(c2)OCO3)CC1)N1CCc2[nH]c3ccc(F)cc3c2C1	1	-2	17	-1	4	-1.3	19	0	4
COc1ccc(CC(=O)NCCc2ccc(Cl)cc2Cl)cc1	5	3	-3	-1	1	8.4	3	0	-6
Nc1nnc(SCC(=O)c2ccc([N+](=O)[O-])cc2)s1	-7	0	7	1	-18	-1.1	13	5	1
O=S(=O)(Cc1ccccc1)Nc1ccc(S(=O)(=O)NCC2CCCO2)cc1 (stereo not given)	-2	-1	17	0	-3	5.1	12	3	-5
O=C(Cn1cnc2ccccc2c1=O)Nc1ccc(N2CCOCC2)cc1	9	-7	17	0	2	0.2	4	3	-4
Cc1cccc(N2CC(O)(c3cccs3)[N+]3=C2CCCCC3)c1 (stereo not given)	2	0	1	-1	3	5.0	-2	0	3
CC1=CCC2C(=O)N(c3cccc(C(=O)Nc4ccccc4Cl)c3)C(=O)C2C1 (stereo not given)	5	6	-12	5	-5	3.3	27	2	-4
COc1ccc(S(=O)(=O)N2CCOC2CNC(=O)C(=O)NCCc2ccc(S(N)(=O)=O)cc2)cc1 (stereo not given)	-2	2	-21	6	2	0.4	13	1	-1
COc1ccc(NC(=S)c2ccncc2)cc1	0	-2	3	2	-5	0.7	7	0	-4
COCCC(=O)N1CCc2c([nH]c3ccccc23)C1C(C)(C)C (stereo not given)	7	3	-9	0	3	3.2	-22	3	0
O=C(NCc1cccc(Cl)c1)C1=CC=CN2CCS(=O)(=O)N=C12	-1	.	-7	.	4	0.6	-2	2	-2
Cc1ccc([C@@H]2[C@@H]3C(=O)N(c4ccccc4)C(=O)[C@@H]3[C@]3(C)C(=O)N(Cc4ccccn4)CC(=O)N23)o1	0	0	-11	4	-15	-1.2	-7	0	-2
Oc1ccccc1C1CC(c2cccs2)=NC(c2cccc(Br)c2)N1 (stereo not given)	1	-1	-6	-1	2	2.3	-2	4	-4
Oc1ccc2ccccc2c1N=Nc1ccccn1	-29	1	24	-16	8	4.7	-5	0	2
O=C(COc1ccc(-c2ccccc2)cc1)N/N=C/c1cccnc1	4	4	-9	-3	2	-0.9	-2	0	3

Entries shown so far that contain a tert-butyl group (2):
SMILES	proCasp3 act	CTSL1 counter	VLA-4 inh	core dimer inh	proCasp7 act	PP5 inh	JMJD2C inh	GRK2 inh	PP1 inh
Cn1cc(CN2CCc3c([nH]c4ccccc34)C2C(C)(C)C)cn1 (stereo not given)	1	-2	9	14	4	2.4	10	.	0
COCCC(=O)N1CCc2c([nH]c3ccccc23)C1C(C)(C)C (stereo not given)	7	3	-9	0	3	3.2	-22	3	0

2 entries drawn at random from those above, as already listed:
SMILES	proCasp3 act	CTSL1 counter	VLA-4 inh	core dimer inh	proCasp7 act	PP5 inh	JMJD2C inh	GRK2 inh	PP1 inh
Cc1cccc(N2CC(O)(c3cccs3)[N+]3=C2CCCCC3)c1 (stereo not given)	2	0	1	-1	3	5.0	-2	0	3
O=C(COc1ccc(-c2ccccc2)cc1)N/N=C/c1cccnc1	4	4	-9	-3	2	-0.9	-2	0	3

Next part:
SMILES	proCasp3 act	CTSL1 counter	VLA-4 inh	core dimer inh	proCasp7 act	PP5 inh	JMJD2C inh	GRK2 inh	PP1 inh
CC(C)(CO)NC(=O)CC1C(=O)NCCN1Cc1ccc(-c2ccccc2)cc1 (stereo not given)	-7	-3	0	-10	-5	1.5	-1	0	-1
C=C(C)CC(NCc1ccco1)c1ccc(OC)cc1 (stereo not given)	4	1	8	-5	-4	0.9	-1	0	2
CC1(C)CC(=O)C(N=Nc2cccc(F)c2C#N)=C(O)C1	-4	0	-5	-4	3	-0.5	-15	1	-1
COc1cc(NC(=O)COC(=O)c2ccccc2SCC(=O)N2CCCC2)cc(OC)c1	-6	-25	-4	-4	8	0.5	-16	2	-5
CN(C(=O)c1ccc(NC(=O)Cc2cccc([N+](=O)[O-])c2)cc1)C1CCCC1	1	.	-6	.	14	.	3	0	.
O=C1CSC(=Nc2ccc(O)cc2)N1	1	2	6	-7	0	-0.8	?	0	1
S=c1[nH]nc(-c2cc(-c3ccccc3)n[nH]2)n1/N=C/c1c(Cl)cccc1Cl	-6	4	0	6	-12	9.6*	-18	0	18*
Cc1ccc(-n2c(SCC(=O)Nc3ccc4c(c3)OCO4)nnc2-c2cccs2)cc1	-3	0	8	9	-4	-0.2	15	0	3
O=C(c1ccc(Br)o1)N1CCN(Cc2ccc3c(c2)OCO3)CC1	-2	-1	3	2	-4	-0.8	-7	0	-3
COc1ccc(NS(=O)(=O)c2cccc(C(=O)NNC(=O)CNC(=O)c3cccc(C)c3)c2)cc1	-3	-3	4	0	8	-2.9	0	3	-4
C#CCOCCOCCOCCNc1nc(N2CCOCC2)nc(N2CCN(C(=O)[C@H](Cc3ccc(O)cc3)n3cc([C@@H](N)C(C)CC)nn3)CC2)n1 (stereo not given in full)	3	-4	1	4	3	2.7	8	0	1
COc1ccc(N(Cc2cc3ccccc3[nH]c2=O)C(=O)C2CCCO2)cc1 (stereo not given)	0	1	5	-5	5	0.1	-6	1	0
O=C(O)CN=C(NS(=O)(=O)c1ccc(Cl)cc1)c1ccccc1	4	0	-7	0	-9	-7.4	9	0	-4
COC(=O)C(CO)Nc1ncnc2onc(-c3ccc(F)cc3)c12 (stereo not given)	-1	-3	-6	-1	14	2.1	7	0	-1

Screening results as filed in PubChem.
